STEP block: STEP phosphatase inhibitors, primary screen, biochemical, fluorescence intensity, uHTS | AID 588621, 2011 | recombinant STEP, OMFP fluorogenic substrate | inhibition, % at 20 µM | Tyrosine-protein phosphatase non-receptor type 5 (Homo sapiens), P54829 | 360,000 tested, 0.25% active;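 active means inhibition at 20 µM, scaled per plate between control wells, above about 37%, limit read from the data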;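 further: 0% = DMSO with enzyme and substrate and 100% = substrate only without enzyme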
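material = STEP tyrosine phosphatase | reagent = fluorogenic phosphatase substrate OMFP at 25 µM final | doses = single compound dose of 20 µM, 1% DMSO final | schedule = 20 min reaction, room temperature, in the dark | measured by = fluorescence, 480/540 nm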
Rpn11 inh: Rpn11 (PSMD14) deubiquitinase inhibitors, primary screen, biochemical, fluorescence polarization, uHTS; AID 588493, 2011; human 26S proteasome, Ub4-pepOG fluorescence polarization; 20S core pre-blocked with epoxomicin; 360,000 tested, 0.59% active; calls only at 20 µM;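 active means inhibition at 20 µM, scaled to each plate's controls, above about 33%, limit read from the data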
Target sequence (O00487 whole entry, looked up): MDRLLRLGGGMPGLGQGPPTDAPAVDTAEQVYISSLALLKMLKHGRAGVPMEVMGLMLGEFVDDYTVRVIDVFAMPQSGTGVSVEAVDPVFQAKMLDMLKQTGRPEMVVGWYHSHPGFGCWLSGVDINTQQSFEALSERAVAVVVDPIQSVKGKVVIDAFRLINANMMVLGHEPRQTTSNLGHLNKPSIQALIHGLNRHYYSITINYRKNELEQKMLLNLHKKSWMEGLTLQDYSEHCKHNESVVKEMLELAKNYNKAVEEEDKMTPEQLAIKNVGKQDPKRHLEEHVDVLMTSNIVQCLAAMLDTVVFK
LMPTP inh: LMPTP phosphatase inhibitors, primary screen, biochemical, fluorescence intensity, uHTS. inhibition, % at 20 µM. Low molecular weight phosphotyrosine protein phosphatase (Homo sapiens), P24666. recombinant LMPTP-A, OMFP fluorogenic substrate. 360,000 tested, 0.22% active;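 active means compounds that cut the enzyme signal by at least half of the control window in the single-dose screen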;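 further: plate controls were DMSO wells with enzyme plus substrate for no effect and substrate without enzyme for full effect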
Target sequence (P24666 whole entry, looked up): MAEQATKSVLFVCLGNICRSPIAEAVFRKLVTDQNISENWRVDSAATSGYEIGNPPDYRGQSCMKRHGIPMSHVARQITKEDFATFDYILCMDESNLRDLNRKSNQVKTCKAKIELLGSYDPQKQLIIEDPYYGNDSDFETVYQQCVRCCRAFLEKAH
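Material: LMPTP-A; amount: 0.625 nM enzyme; doses: single 20 µM dose; times: reaction 50 min, room temperature, dark; technique: fluorescence intensity of OMFP turnover product; benchmarks: no-enzyme and uninhibited controls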
SKN-1 inh: suppressors of acrylamide-induced Pgst-4::GFP reporter in worms, primary screen, SKN-1 inhibitor project, whole organism, uHTS, GFP/RFP fluorescence ratio, strain VP596; inhibition, % at 21.8 µM; C. elegans VP596 Pgst-4::GFP/RFP ratio, 24 h; AID 624304, 2012; 360,000 tested, 0.49% active;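 active means interference check ratio from 0.5 to 1.5 plus GFP to RFP signal ratio inhibition reaching or exceeding a fixed threshold, cut at about 30% in these data, passing the limit was not always enough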; further: some compounds called inactive have numbers as strong as hits
MT1-MMP act inh: blockers of MT1-MMP proenzyme processing, primary screen, HT1080 RFP-PRO-GFP cells, GFP/RFP fluorescence | Matrix metalloproteinase-14 (Homo sapiens), P50281 | GFP/RFP ratio fluorescence, overnight; percent of plate control window, DMSO zero | GFP/RFP ratio change, % at 20 µM | 360,000 tested, 0.061% active | AID 651647, 2012;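 active means GFP/RFP ratio change of at least 30% with cell ATP level not reduced by more than half and red fluorescence within 50% of control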; further: strong numbers were not always called active
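Read-out: GFP/RFP fluorescence ratio; Test system: RFP-PRO-GFP reporter HT1080 cells; Compound dosing: single-point 20 µM compound, 1% DMSO; Times: overnight compound exposure at 37 °C.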
NadD block: inhibitors of S. aureus NadD, primary screen, biochemical, colorimetric, uHTS; purified NadD enzyme, colorimetric absorbance read-out; inhibition, % at 20 µM; 360,000 tested, 0.78% active; AID 602399, 2012; in the data active means inhibition above about 26%; further: some compounds past the cut are filed as inactive
Scp-1 inhibitor: Scp-1 phosphatase inhibitors, primary screen, biochemical, colorimetric, uHTS. Carboxy-terminal domain RNA polymerase II polypeptide A small phosphatase 1 (Homo …. Recombinant Scp1, phosphopeptide, malachite green phosphate absorbance. inhibition, % at 20 µM. 340,000 tested, 0.88% active. AID 493091, 2011;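 active means inhibition above about 50% at 20 µM, limit read from the data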;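 further: plate controls were DMSO wells with enzyme for no effect and wells lacking enzyme for full effect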
Target sequence (Q9GZU7 76-261 limits assumed): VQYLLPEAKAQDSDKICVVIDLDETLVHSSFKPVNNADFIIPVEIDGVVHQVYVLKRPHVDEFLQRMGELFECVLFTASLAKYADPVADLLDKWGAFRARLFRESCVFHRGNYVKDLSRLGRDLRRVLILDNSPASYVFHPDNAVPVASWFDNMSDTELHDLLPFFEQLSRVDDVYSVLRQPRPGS
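Material: truncated SCP-1 phosphatase (76-261aa) / Buffer or medium: 50 mM Tris acetate pH 5.5, 0.005% Tween-20, 10 mM MgCl2 / Compound dosing: one concentration, 20 µM, with 1.0% DMSO / Incubation: 45 min room-temperature reaction, 5 min colour, 30 min stabiliser / Detection: colorimetric free-phosphate detection, absorbance 630 nm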
SUMO1-SIM PPI: modulators of SUMO1 protein-protein interactions, primary screen, biochemical, uHTS. Small ubiquitin-related modifier 1 (Homo sapiens), P63165. SUMO1 binding to a labelled peptide, TR-FRET, 1 h. inhibition, % at 20 µM. 360,000 tested, 0.33% active; in the data active means inhibition above about 37%
Target sequence (P63165 whole entry, looked up): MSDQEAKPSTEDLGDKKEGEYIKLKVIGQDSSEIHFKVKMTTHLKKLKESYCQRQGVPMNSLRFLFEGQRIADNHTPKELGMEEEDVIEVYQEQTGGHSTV
CendR NRP1 mod: modulators of CendR peptide binding to NRP-1, primary screen, biochemical, fluorescence polarization, uHTS | Neuropilin-1 (Homo sapiens), O14786 | FAM-RPARPAR peptide binding to NRP-1 | inhibition, % at 25 µM | 360,000 tested, 0.85% active | AID 602438, 2012;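 active means inhibition or corrected inhibition above about 18%, plus a signal ratio from 0.5 to 1.5, limit read from the data, passing the limit was not always enough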; further: strong numbers were not always called active
DNMT1 inh: human DNMT1 methyltransferase inhibitors, primary screen, biochemical, molecular beacon, fluorescence, HinP1I cleavage, uHTS; DNA (cytosine-5)-methyltransferase 1 (Homo sapiens), P26358; inhibition (reported as % activation of signal), % at 10 µM; AID 588458, 2011; 360,000 tested, 0.83% active; in the data active means inhibition above about 50%
* = called active by the depositor; i = inactive; nt = not tested or not shown.

The first five records, ahead of the listing:
SMILES	STEP block	Rpn11 inh	LMPTP inh	SKN-1 inh	MT1-MMP act inh	NadD block	Scp-1 inhibitor	SUMO1-SIM PPI	CendR NRP1 mod	DNMT1 inh
Cc1cccc(C)c1OCC(O)CN1CCc2ccccc2C1 (stereo not drawn)	-1.3	i	-0.1	-8.5	-5.1	-0.2	-8.9	-0.5	17.6	-3.1
COc1ccc(-c2csc(-c3ccc(O)cc3)n2)cc1	-3.4	i	2.3	-3.4	0.1	-8.0	-10.7	-10.7	0.0	-11.9
Cc1cccc(C(=O)NC2CC3CCCC(C2)N3C(=O)Nc2ccccc2)c1 (stereo not drawn)	-2.3	i	1.5	2.5	6.1	-3.2	3.1	-1.3	9.9	1.6
COc1ccc(N(CC(=O)Nc2ccc3c(c2)OCO3)S(=O)(=O)c2ccccc2)cc1	-3.3	i	1.3	7.3	2.1	-3.3	-3.3	-5.1	1.7	-2.0
O=C(Nc1cc(Cl)ccc1Cl)C1Cc2ccccc2O/C1=N\O (stereo not drawn)	-1.6	i	1.1	0.7	5.5	-8.9	-10.6	-0.7	-10.1	-2.8

This part in full, previewed entries included:
SMILES	STEP block	Rpn11 inh	LMPTP inh	SKN-1 inh	MT1-MMP act inh	NadD block	Scp-1 inhibitor	SUMO1-SIM PPI	CendR NRP1 mod	DNMT1 inh
Cc1cccc(C)c1OCC(O)CN1CCc2ccccc2C1 (stereo not drawn)	-1.3	i	-0.1	-8.5	-5.1	-0.2	-8.9	-0.5	17.6	-3.1
COc1ccc(-c2csc(-c3ccc(O)cc3)n2)cc1	-3.4	i	2.3	-3.4	0.1	-8.0	-10.7	-10.7	0.0	-11.9
Cc1cccc(C(=O)NC2CC3CCCC(C2)N3C(=O)Nc2ccccc2)c1 (stereo not drawn)	-2.3	i	1.5	2.5	6.1	-3.2	3.1	-1.3	9.9	1.6
COc1ccc(N(CC(=O)Nc2ccc3c(c2)OCO3)S(=O)(=O)c2ccccc2)cc1	-3.3	i	1.3	7.3	2.1	-3.3	-3.3	-5.1	1.7	-2.0
O=C(Nc1cc(Cl)ccc1Cl)C1Cc2ccccc2O/C1=N\O (stereo not drawn)	-1.6	i	1.1	0.7	5.5	-8.9	-10.6	-0.7	-10.1	-2.8
CCOC(=O)C1=CCN(S(=O)(=O)c2ccc(Cl)cc2)C1c1ccccc1 (stereo not drawn)	1.8	i	0.9	5.6	2.7	-11.2	nt	3.7	-1.8	-1.0
O=C(O)c1cccc(-n2c(/C=C/c3ccccc3)nc3ccccc3c2=O)c1	-0.5	i	0.3	17.3	-3.8	0.1	-1.6	-11.2	-0.3	1.9
CC(C)(C)c1ccc(-c2nc(C#N)c(NCc3ccncc3)o2)cc1	-3.9	i	3.6	0.9	-2.7	0.2	-1.7	2.7	-1.2	-3.1
Cc1ccccc1NC(=O)c1ccccc1O	5.0	i	-1.9	2.1	-6.6	-3.2	-5.6	2.8	7.4	2.4
CC(C)(C)NC(=O)CSc1ncccc1-c1nc2ccccc2[nH]1	-1.2	i	1.5	9.2	-5.1	-4.4	-2.4	5.8	-10.3	6.6
Cc1ccc(C(=O)N/C(=C\c2ccc(F)cc2)C(=O)NCCN2CCOCC2)cc1	1.5	i	0.5	6.4	0.6	-3.4	-3.8	-3.2	-3.0	1.7
CCCCc1ccc(NC(=O)N[C@H](C(=O)O)C(C)C)cc1	-0.6	i	0.4	-10.3	4.4	-3.9	-3.0	7.5	-1.1	3.1
Cc1cc(C)c2cc(CN(CCO)Cc3nnnn3Cc3ccc(F)cc3)c(=O)[nH]c2c1	0.3	i	-1.4	-5.6	-0.8	-0.6	3.2	-9.5	12.4	-0.4
O=C(c1ccc(S(=O)(=O)NCc2ccco2)cc1)N1CCCC1	1.3	i	-0.4	7.4	2.0	-8.6	-4.5	3.6	-6.5	-1.9
CCOc1ccc(CN(C)C(=O)CCc2ccc(S(=O)(=O)N3CCCCCC3)cc2)cc1	2.4	i	1.9	-1.1	26.4	-15.2	-2.8	-0.1	-0.6	1.9
O=C(O)c1cccc(NS(=O)(=O)c2ccc3nnn(O)c3c2)c1	-3.3	i	-0.9	-0.6	-2.2	-1.6	-2.0	-1.7	1.2	-1.1
Cn1c(=O)c2c(nc(SCC(=O)NCc3ccco3)n2C)n(C)c1=O	0.9	i	0.3	21.1	1.8	-4.0	0.3	-3.7	-7.0	-0.9
COc1ccc(N(CC(=O)Nc2ccc3c(c2)OCO3)S(=O)(=O)c2ccc(C)cc2)cc1OC	-0.1	i	-1.1	-5.7	-5.9	-8.5	-3.5	-1.5	-6.5	-3.7
O=C(CSc1nc2cc(S(=O)(=O)N3CCOCC3)ccc2o1)Nc1c(F)cccc1F	4.2	i	1.7	8.8	-1.2	-0.4	8.6	2.1	-25.8	4.5
O=C(COC(=O)c1ccc2ncsc2c1)NCc1cccc(Cl)c1	0.0	i	0.5	-2.8	-3.7	-5.2	-0.7	0.3	-12.3	3.0
O=C(NCC[C@H]1CC[C@@H](NC(=O)C2CCOCC2)[C@@H](CO)O1)Nc1ccc(Cl)cc1	nt	nt	-0.2	0.3	-2.0	nt	nt	-3.0	2.2	nt
O=C(O)[C@@H]1CCCN(S(=O)(=O)c2cccc3cccnc23)C1	0.3	i	-0.3	0.0	3.6	-0.6	-5.6	4.7	26.2*	2.0
COc1ccc(C(=O)NC(=O)N2CCCCC2)cc1	-1.6	i	-1.9	-4.5	10.8	-2.7	-7.4	0.2	-4.4	3.9
Cc1ccc(C)c(SCC(=O)OCC(=O)N2CC(C)OC(C)C2)c1 (stereo not drawn)	-3.2	i	-0.7	0.7	-3.5	-6.4	-11.7	-2.3	-7.4	0.1
CC(C)C(=O)N1CCN(c2nc(-c3ccc(Cl)cc3)cs2)CC1	-0.8	i	1.0	33.3	-2.7	9.0	-4.7	-5.2	-7.5	-3.2
COC(=O)c1sccc1NC(=O)Nc1cccc(C)c1C	1.0	i	0.2	-7.2	-1.1	-1.9	-8.3	5.4	8.9	1.9
O=C1CC(SC(=NCc2ccc3c(c2)OCO3)Nc2ccccc2)C(=O)N1c1ccccc1 (stereo not drawn)	-0.3	i	4.2	-1.7	-3.1	5.6	-6.9	-4.7	17.5	-8.1
Cn1c(=O)n(CC(=O)NCc2cccnc2)c2ccccc21	1.2	i	-1.5	-7.6	3.1	7.3	-9.2	-0.4	-7.9	-1.1
C#CCn1c(-c2ccccc2)ccc(C#N)c1=O	-0.1	i	-1.3	20.9	1.3	-7.3	-1.3	-2.9	-8.0	1.1
O=c1cc[nH]c2c1ccc1cccnc12	-0.6	i	0.0	1.5	0.9	-2.4	-0.2	1.5	-2.4	3.8
CC(=O)c1c(O)cc(O)cc1CC(=O)O	0.0	i	-1.2	11.9	6.3	-0.8	20.3	-4.2	-8.7	7.1
O=C(COC(=O)CNC(=O)c1ccc(Cl)cc1Cl)NNC(=O)c1ccccc1F	-2.2	i	-1.5	-3.7	3.7	-2.0	-6.8	2.5	-2.9	3.2
COc1ccc(S(=O)(=O)N(Cc2ccccc2)c2ccccc2C(=O)O)cc1	2.2	i	-0.5	10.0	-4.9	-1.3	-13.9	-1.4	10.3	0.0
Cc1ccc(S(=O)(=O)NCCC(=O)OCC(=O)N(C)c2ccccc2)cc1	-2.0	i	-1.0	12.4	-4.2	1.5	-9.0	-0.8	-7.7	3.7
CN(C)C(=O)COc1ccc(Oc2ccccc2)cc1	-4.9	i	-0.1	9.5	0.4	-0.6	-3.4	0.5	2.5	-1.6
COc1ccc(C(=O)N2CCCC(C(=O)N3CCCCCC3)C2)cc1 (stereo not drawn)	-3.5	i	-0.7	-32.5	-1.1	3.8	0.4	2.7	-6.7	0.4
CC1CCCN(S(=O)(=O)c2ccc3[nH]c(=O)cc(C(=O)NCCCN4CCCCCC4)c3c2)C1 (stereo not drawn)	-0.4	i	10.6	6.3	0.9	7.0	nt	-14.3	-1.0	-9.5
O=C1C=C(c2ccc(F)cc2OCc2ccccc2)C[C@@H](c2ccc3c(c2)OCO3)C1	0.6	i	2.8	3.0	-8.1	-4.2	-9.8	-4.1	3.2	1.1
CCOc1ccccc1CN1CCNC(=O)C1CC(=O)N(C)CCC1CCOCC1 (stereo not drawn)	-0.8	i	0.5	15.5	-3.2	-2.9	-6.2	14.9	-5.0	-0.5
O=CN(c1ccccc1)c1ccc2ccccc2c1	6.2	i	0.0	-1.5	-2.3	-1.5	3.6	-8.2	-11.2	-0.1
CCN1CCN(C(=O)C2CCN(S(=O)(=O)N3CCC4(CC3)OCCO4)CC2)CC1	-2.3	i	-0.2	18.9	0.5	-6.3	-8.6	6.5	16.7	-1.5
CCOc1ccc(NC(=O)CN(C)C(=O)c2ccc(C)c(S(=O)(=O)N3CCCCC3)c2)cc1OCC	0.3	i	1.5	-2.4	-2.2	1.6	-8.3	5.9	3.5	1.8
CCCNC(=S)Nc1c(C)n(C)n(-c2ccccc2)c1=O	-1.4	i	-0.1	-9.4	2.5	-0.9	3.9	2.3	2.2	1.7
CCc1ccccc1NC(=O)c1nnn(CC(=O)Nc2cccc(C)c2C)c1N	1.7	i	3.8	11.8	2.0	2.8	10.3	-1.3	15.5	14.7
Cc1cc(NC(=O)COC(=O)c2cccc(S(=O)(=O)N3CCOCC3)c2)no1	0.0	i	-0.8	-12.1	1.0	4.2	-8.0	4.2	-0.3	1.7
CC(=O)Nc1ccc(/C(C)=N/NC(=O)c2ccncc2)cc1	-1.9	i	-0.2	4.2	1.5	6.0	-1.3	-2.0	13.8	-1.5
COc1ccc(-c2cc(C(=O)N3CCCC(C(F)(F)F)C3)c3ccccc3n2)cc1OC (stereo not drawn)	-0.9	i	1.0	14.7	1.7	2.1	-2.8	-2.3	-0.9	0.8

Compound activity as filed in PubChem.
